CHT allo act = human CHT allosteric activation; Q9GZV3; CHT-expressing cells, membrane potential dye, choline EC20; stronger effect = higher value; LV-AA mutant CHT in HEK293 cells; B-score at 10 µM; actives 0.49% (n = 310,000); AID 488977;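 active = initial fluorescence not abnormally high and integrated response B-score, plate-corrected, over 3 SD above library mean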
Target sequence (Q9GZV3 whole entry, looked up): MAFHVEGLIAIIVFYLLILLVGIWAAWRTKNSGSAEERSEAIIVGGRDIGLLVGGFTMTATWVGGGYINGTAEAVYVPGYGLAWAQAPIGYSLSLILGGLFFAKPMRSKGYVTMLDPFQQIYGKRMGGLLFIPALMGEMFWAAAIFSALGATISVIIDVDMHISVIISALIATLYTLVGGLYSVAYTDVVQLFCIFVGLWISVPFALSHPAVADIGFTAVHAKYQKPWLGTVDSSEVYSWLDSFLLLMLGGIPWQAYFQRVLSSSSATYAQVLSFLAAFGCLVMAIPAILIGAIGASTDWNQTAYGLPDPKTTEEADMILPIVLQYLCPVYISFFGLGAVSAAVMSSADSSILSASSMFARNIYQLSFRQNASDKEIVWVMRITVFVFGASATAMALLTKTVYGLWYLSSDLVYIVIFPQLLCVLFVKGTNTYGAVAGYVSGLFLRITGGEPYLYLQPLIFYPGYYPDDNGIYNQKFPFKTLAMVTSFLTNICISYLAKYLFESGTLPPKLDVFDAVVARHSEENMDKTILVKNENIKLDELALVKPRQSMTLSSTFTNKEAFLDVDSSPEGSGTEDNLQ
CHT block = inhibits the human high affinity choline transporter; Q9GZV3; CHT-expressing cells, membrane potential dye, choline response; stronger effect = lower value; B-score at 10 µM; actives 0.86% (n = 310,000); AID 488975;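 active = B-score over 3 SD under the library average, and starting fluorescence ratio not unusually high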;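 also: choline stimulus applied at its EC90 after an EC20 pre-addition; B-score computed on integrated fluorescence ratio after choline addition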
* = called active by the depositor; i = inactive.

SMILES	CHT allo act	CHT block
CCCc1cc(=O)oc2cc(O[C@@H]3O[C@H](CO)[C@@H](O)[C@H](O)[C@H]3O)ccc12	i	i
N#Cc1c(/N=C/c2cc3ccccc3s2)sc2c1CCC2	i	i
O=C(Cc1cccc(C(F)(F)F)c1)OCN1C(=O)c2ccccc2C1=O	i	i
CC(C)Nc1nc(SC(C)C(=O)Nc2ccccc2)nc(N(C)C)n1 (stereo not given)	i	i
COc1ccc(C(=O)CSc2nnc(-c3ccco3)o2)cc1	i	i
CCN(CC)CCP(=O)(c1ccccc1)c1ccccc1	i	i
O=C(O)CSc1c2c(nc3cc(C(=O)NCCN4CCOCC4)ccc13)CCC2	i	i
CCOC(=O)c1nn(-c2ccc(F)cc2)c(=O)c(C#N)c1C	i	i
CSCCC(NC(=O)c1ccoc1C)C(=O)O (stereo not given)	i	i
CCc1ccc(NC(=O)CSC2=C(C#N)C(c3ccco3)C3=C(CCCC3=O)N2)cc1 (stereo not given)	i	i
N#C/C(=N/Nc1ccc(OC(F)(F)F)cc1)C(N)=S	i	-11*
CN(C)CCCC1(O)c2ccccc2C=Cc2ccccc21	i	i
CSc1oc(-c2cccs2)nc1S(=O)(=O)c1ccccc1	i	i
Cc1ccc(C(=O)N2CCC(C)CC2)cc1NC1=NC2CS(=O)(=O)CC2S1 (stereo not given)	i	i
COc1cc2c(OC)cccc2cc1C(=O)O	i	i
C=CCn1c(=NC(=O)c2ccc(S(=O)(=O)N3CCCc4ccccc43)cc2)sc2cc(S(N)(=O)=O)ccc21	i	i
CCc1ccc(N2CC(C(=O)N/N=C/c3ccccc3)CC2=O)cc1 (stereo not given)	i	i
Clc1cc(Br)ccc1OCCN1CCOCC1	i	i
CC(C)n1cc(/C=C(\C#N)S(=O)(=O)c2ccccc2)c2ccccc21	i	i
CC1CCN(S(=O)(=O)c2ccc3ncn(CC(=O)N(C)Cc4ccccc4)c(=O)c3c2)CC1	i	i
Cc1cc2cc(CNC(=O)c3cccc([N+](=O)[O-])c3)ccc2n1C	i	i
COc1ccc(NC(=O)N2CCN(c3cccc(C(F)(F)F)c3)CC2)cc1	i	i
CCOC(=O)c1ccc(NC(=O)c2ccc3c(c2)C(=O)N(Cc2cccnc2)C3=O)cc1	i	i
N#Cc1cccc(S(=O)(=O)NCC(=O)OCC(=O)c2ccc[nH]2)c1	i	i
COc1cccc(C2C=C(c3ccc(OC)cc3OC)Nc3nnnn32)c1 (stereo not given)	i	i
CCC1CCc2c(sc(NC(=O)C3CC=CCC3C(=O)O)c2C#N)C1 (stereo not given)	i	i
Cc1ccc(NC(=O)CNC2CCCCC2)cc1Cl	i	i
CCOc1ccccc1NC(=O)NC1(C(=O)NCC2CCCO2)CCCCC1 (stereo not given)	i	i
CC(C)(C)n1nc2c(c1NC(=O)c1ccccc1F)CS(=O)C2 (stereo not given)	i	i
O=C(COC(=O)c1ccc(Cl)s1)c1ccc[nH]1	i	i
CC1Oc2ccccc2C=C1/C=C1/SC(N2CCOCC2)=NC1=O (stereo not given)	i	i
CCCCN1CN(S(=O)(=O)c2ccc(OC)cc2)c2nc3ccccc3nc21	i	i
CCOc1ccc(OCC)c2sc(C)nc12	i	i
CCCCCCCCCSc1n[nH]c(N)n1	i	i
COC(=O)c1ccc(Sc2ccccc2NS(=O)(=O)c2ccc(C)cc2)nc1	i	i
Cc1ccc(N2CC(C(=O)NCCN3CCOCC3)CC2=O)cc1C (stereo not given)	i	i
CS(=O)(=O)n1nc(OC(=O)c2cccs2)cc1N	i	i
Cc1ccc(COc2ccccc2-c2cc(C(=O)N/N=C/c3cccnc3)[nH]n2)cc1	i	i
CCC(NC(=O)C1CCCC1)c1ccc(C)cc1 (stereo not given)	i	i
Cc1cc(C)n(CC(O)COc2ccccc2)n1 (stereo not given)	i	i

A portion taken from the entries so far, for reference:
SMILES	CHT allo act	CHT block
Cc1ccc(N2CC(C(=O)NCCN3CCOCC3)CC2=O)cc1C (stereo not given)	i	i
CS(=O)(=O)n1nc(OC(=O)c2cccs2)cc1N	i	i
Cc1ccc(COc2ccccc2-c2cc(C(=O)N/N=C/c3cccnc3)[nH]n2)cc1	i	i
CCC(NC(=O)C1CCCC1)c1ccc(C)cc1 (stereo not given)	i	i
Cc1cc(C)n(CC(O)COc2ccccc2)n1 (stereo not given)	i	i

Next results
SMILES	CHT allo act	CHT block
COc1ccc(OC)c(NC(=O)C(CC(=O)O)NCc2ccco2)c1 (stereo not given)	i	i
COc1cc(/C=C2\SC(=Nc3cccnc3)NC2=O)cc(OC)c1OC	i	i
COc1cccc(CC(=O)Nn2c(C)nc3ccccc3c2=O)c1	i	i
CCOC(=O)c1c(-c2ccccc2)csc1NC(=O)c1cc(-c2ccccc2OC)on1	i	i
Cc1cccc(OCC(=O)Nc2ccccc2C(F)(F)F)c1	i	i
CCN1C(=O)[C@@H]2[C@@H](c3ccc(-c4ccc(OC)cc4)cc3)N3CCCC[C@@]3(C(=O)OC)[C@@H]2C1=O	i	i
O=C(CCC(=O)N1CCN(S(=O)(=O)c2ccc(Cl)cc2)CC1)Nc1ccc2ccccc2c1	i	i
CCc1nnc(NC(=O)CN2CCN(CC)CC2)s1	i	i
CCn1c(SCc2ccc([N+](=O)[O-])cc2)nnc1C(C)NC(=O)c1ccc(C)cc1 (stereo not given)	i	i
COc1ccc(Cn2c(-c3ccc(OC)c(O)c3)nc3ccccc32)cc1O	i	i
Cc1ccc(S(=O)(=O)Oc2ccc(/C=C(/NC(=O)c3ccccc3)C(=O)NCC(=O)O)cc2)cc1	i	i
CCC(C)NC(=O)Nc1ccc(C)cc1C (stereo not given)	i	i
CCC(CC)COC(=O)C(C#N)c1nc2ccccc2nc1N1CCN(CC)CC1 (stereo not given)	i	i
CC(=O)Nc1nc(-c2cc([N+](=O)[O-])cs2)cs1	i	i
O=C(Nc1ccccc1)N1CCn2c(nc3ccccc32)C1	i	i
COc1cc(OC)cc(C(=O)Nc2nnc(Cc3ccc(OC)c(OC)c3)s2)c1	i	i
Cc1[nH]c(=O)[nH]c(=O)c1S(=O)(=O)N1CCN(c2ccccc2F)CC1	i	i
CNC(=O)c1cc(C(=O)c2c(Cl)cccc2Cl)c[nH]1	i	i
CCOC(=O)c1c(C)[nH]c(C)c1S(=O)(=O)NCc1cc(C)ccc1C	i	i
Cc1ccc(NC(=O)CSc2ncnc3ccccc23)cc1S(=O)(=O)N1CCOCC1	i	i

Compounds above that have fluorine, in the order listed:
SMILES	CHT allo act	CHT block
O=C(Cc1cccc(C(F)(F)F)c1)OCN1C(=O)c2ccccc2C1=O	i	i
CCOC(=O)c1nn(-c2ccc(F)cc2)c(=O)c(C#N)c1C	i	i
N#C/C(=N/Nc1ccc(OC(F)(F)F)cc1)C(N)=S	i	-11*
COc1ccc(NC(=O)N2CCN(c3cccc(C(F)(F)F)c3)CC2)cc1	i	i
CC(C)(C)n1nc2c(c1NC(=O)c1ccccc1F)CS(=O)C2 (stereo not given)	i	i
Cc1cccc(OCC(=O)Nc2ccccc2C(F)(F)F)c1	i	i
Cc1[nH]c(=O)[nH]c(=O)c1S(=O)(=O)N1CCN(c2ccccc2F)CC1	i	i

(next part)
SMILES	CHT allo act	CHT block
COc1ccc(N2C(=O)C3C(C2=O)C(C(=O)c2ccc(Cl)cc2)N2CCCC32)cc1 (stereo not given)	i	i
Cc1onc(-c2ccccc2)c1C(=O)N(Cc1ccccc1)C(C)C	i	i
COc1ccc(-c2cc(C)no2)cc1S(=O)(=O)NCCCN1CCN(c2ccccc2)CC1	i	i
CCN1CCN(c2sc(S(C)(=O)=O)nc2S(=O)(=O)c2ccc(C)cc2)CC1	i	i
CC(C)COc1ccc(C(=O)N(CC(=O)Nc2ccccc2C(F)(F)F)Cc2ccco2)cc1	i	i
C=CCn1c(=O)c2ccccc2n2c(SCC(=O)NCC)nnc12	i	i
O=C(CN1CCOCC1)N1CCN(S(=O)(=O)c2ccccc2)C1c1ccccc1 (stereo not given)	i	-6.9*
O=C1C(=O)N(Cc2ccncc2)C(c2cccc(O)c2)/C1=C(\O)c1ccc2c(c1)OCCO2 (stereo not given)	i	i
NS(=O)(=O)c1ccc(F)c(C(=O)O)c1	i	i
O=C(CCn1nc(-c2ccccc2)c2ccccc2c1=O)NN1CCOCC1	i	i
COc1cc(/C=C2/NC(=O)NC2=O)cc(Br)c1OCc1ccc(C(=O)O)cc1	i	i
Cc1ccc(CSc2nnc(-c3cccnc3)o2)cc1	i	i
Cc1cc(C)n(S(=O)(=O)Cc2ccccc2)n1	i	i
CCc1cc(=O)oc2c(CNCc3ccc(OC)cc3OC)c(O)c(Cl)cc12	i	i
COC(=O)c1cc2ccsc2n1CC(=O)Nc1cc(Cl)ccc1OC	i	i
O=C1S/C(=C\c2ccc(O)c([N+](=O)[O-])c2)C(=O)N1c1ccccc1Cl	i	i
O=C(N/C(=C/c1cccnc1)C(=O)N1CCOCC1)c1ccccc1Cl	i	i
Cc1ccc2nc(CCl)[n+]([O-])c(-c3ccccc3)c2c1	i	i
CCCCCNc1c(C(=O)OCC)c(=O)[nH]c2ccccc12	i	i
CCC1(C)Cc2c(sc3nc(SCC(=O)c4ccccc4)[nH]c(=O)c23)CO1 (stereo not given)	i	i
Cc1ccc(NC(=S)Nc2ccc(S(=O)(=O)Nc3ncccn3)cc2)cc1Cl	i	i
CCOCC(=O)Nc1nc2ccc(OCC)cc2s1	i	i
CCOC(=O)c1c(NC(C)=O)sc(/C(C)=N/Nc2ccc(C(=O)O)cc2)c1C	i	i
CN(C)CCCNC(=O)N1c2ccccc2Sc2ccccc21	i	i
CCS(=O)(=O)N1N=C(c2cccc(NS(C)(=O)=O)c2)CC1c1ccc(C)cc1 (stereo not given)	i	i
CC(=O)c1ccc(OCCCC(=O)NC2CCC(C)CC2)cc1 (stereo not given)	i	i
CCCSc1nc(=O)n2cc(C)ccc2n1	i	i
Cc1cccc(C(=O)Nc2ccc(NC(=O)Cc3ccc(Cl)cc3)cc2)c1	i	i
COc1ccc(C2CC(c3cccs3)=NN2C(=O)CSc2nc(=O)n3ccccc3n2)cc1 (stereo not given)	i	i
COc1ccc(C(=O)C2CCCN(C(=O)Cn3cncn3)C2)cc1OC (stereo not given)	i	i
O=C(NC(=S)Nc1ccc2oc(=O)ccc2c1)c1ccccc1F	i	i
COc1ccc(C(=O)NCCc2nnc3ccc(SCC(=O)N4CCOCC4)nn23)cc1	i	i
CCCCn1c(SCC(=O)N2CCC(C)CC2)nc2ccsc2c1=O	i	i
COC(C(=O)Nc1cccc([N+](=O)[O-])c1)c1ccccc1 (stereo not given)	i	i
Cc1ccc(CNC(=O)Nc2ccc(F)cc2F)n1C	i	i
Cc1ccc(C(=O)OC(C)CN2C(C)CCCC2C)cc1 (stereo not given)	i	i
Cc1ccc2cc(CN(Cc3ccco3)C(=S)NCC3CCCO3)c(=O)[nH]c2c1C (stereo not given)	i	i
O=C(c1cnn2c(C(F)(F)F)cc(-c3cccs3)nc12)N1CCN(Cc2ccccc2)CC1	i	-5.5*
CN(Cc1ccccc1)C(=O)C1CCN(S(=O)(=O)c2cccc3nsnc23)CC1	i	i
Cc1ccc(S(=O)(=O)N2C3C=CC(C3)C2C(=O)O)cc1 (stereo not given)	i	i
O=C(C1=C[C@H](C2CC2)C[C@H](OCCCCO)O1)N1CCN(Cc2ccccc2)CC1	i	i
CCOC(=O)c1ccccc1NC(=O)CSc1nc(N)cc(=O)[nH]1	i	i
Cc1ccc(SCCNC(=O)c2cccc([N+](=O)[O-])c2C)cc1	i	i
O=c1[nH]n(-c2ccc(Cl)cc2)c2ncccc12	i	i
CCNS(=O)(=O)c1ccc(CCC(=O)Nc2ccc(C(=O)OC)cc2)cc1	i	i
CN(c1ccccc1)S(=O)(=O)c1ccc(C(=O)N2CCc3ccccc3C2)cc1	i	i
CC(=O)c1cccc(Nc2nc(-c3ccccc3)cs2)c1	i	i
CCc1ccc(-c2csc(NC(=O)C3CCCO3)c2C(=O)OC(C)C)cc1 (stereo not given)	i	i
COc1ccc(/C=N/NC(=O)C2CCN(c3ncc(C(F)(F)F)cc3Cl)CC2)cc1	i	i
COc1ccccc1C(CC(=O)O)c1ccc2c(c1)OCO2 (stereo not given)	i	i
O=C(/C=C/c1ccc2c(c1)OCO2)NCCSCc1ccc(Cl)cc1	i	i
COc1ccc2c(c1OC)C(=O)N1N=C(c3ccccc3)CC21 (stereo not given)	i	i
Cc1ccc(C(=O)OCC(=O)NC(=O)c2cccn2C)cc1[N+](=O)[O-]	i	i
CCc1cc(=O)oc2c(C)c(OC(C)C(=O)N3CCC[C@@H]3C(=O)O)ccc12 (stereo not given in full)	i	i
CCC(=O)NCCc1cc2ccc(C)c(C)c2[nH]c1=O	i	i
N#Cc1cn(-c2ccccc2)nc1-c1ccco1	i	i
COC(=O)[C@@H](NC(=O)N1CCC(C)CC1)C(C)C	i	i
C(/CCc1ccccc1)=N\n1cnnc1	i	i
CC/C(C)=N/NC(=S)NCc1ccco1	i	i
COC(=O)c1cc(S(=O)(=O)NCC2CCN(Cc3ccc(Cl)cc3)CC2)cn1C	i	i

Following part
SMILES	CHT allo act	CHT block
Cc1nc(-c2ccc(C(=O)O)cc2)cs1	i	i
CCN1CCN(c2cc3nc(C)n(Cc4ccccc4)c(=O)c3cc2NC(=O)c2ccccc2F)CC1	i	i
O=c1c2ccccc2nc(SCc2nc3ccccc3s2)n1Cc1ccco1	i	i
O=C(O)C1C2CCC(C2)C1C(=O)Nc1ccc(Cl)c(Cl)c1 (stereo not given)	i	i
O=C(Nc1ccon1)Nc1cccc(Cl)c1Cl	i	i
O=c1cc(N/N=C/c2ccccc2)[nH]c(=O)[nH]1	i	i
O=C(CSc1nc(-c2ccco2)cc(C(F)(F)F)n1)N1CCN(c2cccc(Cl)c2)CC1	i	i
COc1cccc2cc(C(=O)Nc3cc(C)cc(C)c3)/c(=N/NS(=O)(=O)c3ccccc3)oc12	i	i
